Screening results: PubChem BioAssay, Sanford-Burnham Center for Chemical Genomics
mouse EphA4 binding: EphA4 ligand-binding antagonists – biochemical, colorimetric, mouse EphA4, primary screen (AID 689); EphA4-AP binding to KYL peptide, pNPP A405; higher % means a stronger effect; one-dose inhibition, % at 10 µM; IC50 in µM for titrated hits; 62,000 tested, 0.1% active; in the data active = a potency from the dose series; inactive = the rest, 99 in 100 with inhibition below about 22%
* hit, by the source's call. An excerpt; rates above refer to the full screens.

SMILES	mouse EphA4 binding
CCOc1cc(/C=N/n2c(C)nnc2C)ccc1O	-10.9%
N#C/C(=C1\C(=O)Nc2c(Cl)cc(Cl)cc21)c1nnc2n1CCCCC2	9.5%
COC(=O)C1=C(N)Oc2cc(N(C)C)ccc2C1c1ccccc1OC (configuration not stated)	0.0%
Cc1ccc(OCC(=O)Nc2nnn(C)n2)c(C)c1	-1.1%
O=C(NC(C(=O)c1ccccc1)n1cnccc1=O)c1ccccc1 (configuration not stated)	-7.3%
O=C1OC(c2ccccc2)=N/C1=C\N1CCCCC1	-17.4%
Cc1ccc(-c2noc(C3CCN(S(=O)(=O)c4ccc5c(c4)OCCO5)CC3)n2)o1	-4.4%
Cc1cc(C)c2oc(-c3cccc(NC(=O)c4ccccc4C)c3)nc2c1	0.1%
O=c1/c(=C/c2ccccc2OS(=O)(=O)c2ccccc2)sc2nc3ccccc3n12	4.6%
C=CCNC(=O)c1ccc(C(=O)c2ccccc2)cc1	-1.8%
CCOC(=O)C1C(c2ccc(C)o2)NC(=O)NC1(O)C(F)(F)F (configuration not stated)	-2.9%
CCOC(=O)N1CCC(NC(=O)c2cc(C(=O)Nc3ccc(F)cc3F)ccc2CO)CC1	-11.0%
O=C(Nc1cccc2ccccc12)c1ccc(-c2cccc([N+](=O)[O-])c2)o1	-6.5%
CC(=O)c1cc(C#N)c(Oc2cc(C)cc(C)c2)nc1C	-10.1%
O=C(NCCN1CCc2ccccc2C1)C1CC(=O)N(C2CCCC2)C1 (configuration not stated)	-6.0%
Cc1cccc(OCC(=O)Nc2cccc(Br)c2)c1	5.1%
Cc1nnc(NC(=O)C2CCCN(S(=O)(=O)Cc3ccccc3)C2)s1 (configuration not stated)	-11.8%
Cc1csc(N(C)C(=O)CSc2nnc(COc3ccccc3C)o2)n1	0.6%
Cc1ccc(CNC(=O)C23CC4CC(CC(C4)C2)C3)cc1	0.1%
CCOC(=O)c1c(C)oc2ccc(NS(=O)(=O)c3cccs3)cc12	-10.9%

Already shown: 4 of the compounds above.
SMILES	mouse EphA4 binding
Cc1ccc(OCC(=O)Nc2nnn(C)n2)c(C)c1	-1.1%
O=C(NC(C(=O)c1ccccc1)n1cnccc1=O)c1ccccc1 (configuration not stated)	-7.3%
O=C1OC(c2ccccc2)=N/C1=C\N1CCCCC1	-17.4%
Cc1ccc(-c2noc(C3CCN(S(=O)(=O)c4ccc5c(c4)OCCO5)CC3)n2)o1	-4.4%

Continued:
SMILES	mouse EphA4 binding
c1ccc(-c2nc(NCc3ccco3)c3ccccc3n2)nc1	3.2%
O=[N+]([O-])c1ccccc1N/N=C/c1c[nH]c2ccccc12	-5.9%
COc1cc(OC)cc(C(=O)NC(=S)Nc2ccc(Cl)c(C(=O)O)c2)c1	-13.2%
Cc1cc(NCCOCCO)n2ncc(-c3ccc(Cl)cc3)c2n1	-15.5%
Cc1cccc(-c2noc(CN(C(=O)c3c(-c4ccccc4Cl)noc3C)C(C)C)n2)c1	15.8%
O=C(CSc1ncccn1)NCc1ccc(F)cc1	4.9%
CN(C(=O)c1cccc(C#N)c1)c1nnc(C2CCCO2)s1 (configuration not stated)	4.7%
COCCNC(=O)CN(C(=O)Cn1nnc2ccccc21)c1ccccc1	-15.2%
CCOc1ccccc1NC(=O)C(=O)NCCc1ccc(OC)c(OC)c1	-6.5%
O=C(Nc1ccc(S(=O)(=O)N2CCCC2)cc1)N1c2ccccc2Sc2ccccc21	-14.3%
C/C(O)=C/C(N)=NC(=O)c1ccccc1	0.3%
C=CCOc1cccc(C2C(C(=O)c3ccc(C)o3)=C(O)C(=O)N2CCN(C)C)c1 (configuration not stated)	-9.2%
O=C(O)CCc1c(C(=O)O)[nH]c2ccccc12	7.2%
COC(=O)c1ccc(NC(=O)NS(=O)(=O)c2ccc(C)cc2)cc1	-19.8%
Cn1nnnc1SCC(=O)c1c(N)n(C)c(=O)n(C)c1=O	-6.0%
COc1ccc(NC2=NCCC2)cc1	-6.9%
CCOc1ccc(/C=C/C(=O)N(C)Cc2ccccc2)cc1OC	-11.2%
Cc1onc(-c2ccccc2Cl)c1C(=O)N1CCN(c2ccc([N+](=O)[O-])cc2Cl)CC1C (configuration not stated)	-5.8%
Nc1c(C(=O)OCC2CCCO2)c2nc3ccccc3nc2n1C1CCCCC1 (configuration not stated)	-9.5%
CC(=O)Nc1ccc(S(=O)(=O)Oc2ccc(/C=N/NC(=O)c3ccc(Cl)cc3)cc2)cc1	17.5%

Quoted at random: 4 compounds from above
SMILES	mouse EphA4 binding
COc1ccc(NC2=NCCC2)cc1	-6.9%
C=CCOc1cccc(C2C(C(=O)c3ccc(C)o3)=C(O)C(=O)N2CCN(C)C)c1 (configuration not stated)	-9.2%
CCOc1ccccc1NC(=O)C(=O)NCCc1ccc(OC)c(OC)c1	-6.5%
COc1cc(OC)cc(C(=O)NC(=S)Nc2ccc(Cl)c(C(=O)O)c2)c1	-13.2%

Carrying on.
SMILES	mouse EphA4 binding
O=C(/C=C\Nc1ccc(Br)cn1)c1ccc(Cl)cc1	-1.0%
CN(C)C=Nc1ncc2c([nH]c3ccccc32)c1C#N	6.9%
CC1CCCC(C)N1CC(O)COCC1COc2ccccc2O1 (configuration not stated)	-5.6%
O=C(NCc1ccc(F)cc1)c1ccc(CS(=O)(=O)Cc2ccc(F)cc2)o1	0.3%
CCOc1ccccc1N(CC(=O)Nc1ccccc1C(=O)OC)S(C)(=O)=O	4.1%
CCc1nn(-c2cc(Cl)ccc2OC)c2c1C(=O)CCC2	-11.1%
Cn1c(CN2CCCCC2)nc2cc(NC(=O)c3ccc(F)cc3)ccc21	-2.5%
CCOC(=O)c1ccc(Nc2nc(C)cc(=O)[nH]2)cc1	-8.8%
CCOc1ccc(N2CC(C(=O)Nc3ccccc3F)CC2=O)cc1 (configuration not stated)	7.4%
COc1ccc(N2C(=O)C=CC2=O)cc1	-1.1%
Cc1cccc(CSc2ncc(CO)n2C)c1	-0.2%
OCCNc1nc(N2CCN(Cc3ccccc3)CC2)nc2ccccc12	-5.3%
CC1=CC(c2ccccc2)n2nc(NS(=O)(=O)c3ccc(C)cc3)nc2N1 (configuration not stated)	15.3%
CCOC(=O)C1=C(N)OC2=C(C(=O)CCC2)C1c1cccnc1 (configuration not stated)	8.9%
O=C(CCCc1nc(-c2ccccc2)no1)Nc1cccnc1	0.3%
CN(CCc1ccccn1)Cc1ccc(Cl)cc1Cl	-5.0%
COc1cccc(-c2csc(N3CCN(C(=S)Nc4ccc(Cl)cc4)CC3)n2)c1	-7.4%
CCc1ccc(-c2nc(CN3CCC(C(=O)NCCN(CC)c4ccccc4)CC3)c(C)o2)cc1	-1.7%
COc1ccc(C)cc1NC(=O)C1CCCN(S(=O)(=O)c2cnc[nH]2)C1 (configuration not stated)	-0.8%
O=C(O)c1cc(S(=O)(=O)NCc2ccco2)c(Cl)cc1Cl	-2.0%

Filtered by structure: the entries above containing two or more sulfur atoms
SMILES	mouse EphA4 binding
O=c1/c(=C/c2ccccc2OS(=O)(=O)c2ccccc2)sc2nc3ccccc3n12	4.6%
Cc1nnc(NC(=O)C2CCCN(S(=O)(=O)Cc3ccccc3)C2)s1 (configuration not stated)	-11.8%
Cc1csc(N(C)C(=O)CSc2nnc(COc3ccccc3C)o2)n1	0.6%
CCOC(=O)c1c(C)oc2ccc(NS(=O)(=O)c3cccs3)cc12	-10.9%
O=C(Nc1ccc(S(=O)(=O)N2CCCC2)cc1)N1c2ccccc2Sc2ccccc21	-14.3%
COc1cccc(-c2csc(N3CCN(C(=S)Nc4ccc(Cl)cc4)CC3)n2)c1	-7.4%

(next part)
SMILES	mouse EphA4 binding
O=S(=O)(c1cccc2nsnc12)N1CCN(C/C=C/c2ccccc2)CC1	-7.7%
Cc1ccc(C(=O)Nc2cccc3ccccc23)o1	-9.4%
C/C(=N\NC(=O)c1nn(C)cc1Br)c1cccc(NC(=O)C2CCCC2)c1	4.6%
CCN(CC)S(=O)(=O)c1ccc(OC)c(NC(=O)c2cc([N+](=O)[O-])ccc2Cl)c1	-20.8%
O=C(c1cccnc1NCc1ccc(F)cc1)N1CCOCC1	-17.3%
CC(C)(C)n1nc2c(c1NC(=O)Cc1cccc3ccccc13)CS(=O)C2 (configuration not stated)	4.4%
O=C(c1ccc(COc2ccc(F)cc2)o1)n1cccn1	-7.9%
N#Cc1ccsc1NC(=O)COc1ccc(-c2nnco2)cc1	-0.1%
N/C(Cc1ccc([N+](=O)[O-])cc1)=N\OC(=O)c1ccc2ccccc2c1	4.1%
COc1cccc(NC(=O)N(C2CCCCC2)C(C)c2cccs2)c1 (configuration not stated)	0.0%
Cc1cccc(N2CN=c3s/c(=C\c4ccncc4)c(=O)n3C2)c1	-12.0%
O=C(O)c1nn2c(c1Br)NC(c1ccccc1)CC2C(F)(F)F (configuration not stated)	-12.9%
O=C(COC(=O)C1(c2ccc(Cl)cc2)CCCC1)NC1CCS(=O)(=O)C1 (configuration not stated)	-3.7%
COc1ccc2sc(N3C(=O)CC(Cc4cccc(C)c4)C3=O)nc2c1 (configuration not stated)	-5.9%
Oc1cc2c(cc1CN1CCN(c3cccc(C(F)(F)F)c3)CC1)CCC2	-6.6%
C=CCn1c(SCc2nc3c(c(=O)[nH]c(=O)n3CCCC)n2CCC)nnc1-c1ccccc1	-10.6%
COc1ccc(N2C(=O)CCC(C(=O)N3CCC(C(N)=O)CC3)C2c2ccc(F)cc2)cc1 (configuration not stated)	-4.5%
Cc1sc2nc(SCC(=O)c3cc(C)n(CC4CCCO4)c3C)n(C(C)C)c(=O)c2c1C (configuration not stated)	5.7%
N#Cc1ccc(-c2ccc(F)cc2)nc1Oc1ccc(F)cc1	-9.2%
COc1ccc(Nc2nc(-c3sc(NC(C)=O)nc3C)cs2)cc1	-6.0%
Cc1ccc(S(=O)(=O)N2CCOCC2)cc1C(=O)Nc1c(C)n(C)n(-c2ccccc2)c1=O	-9.1%
COc1ccc([N+](=O)[O-])cc1NC(=O)CC(C)c1ccccc1 (configuration not stated)	-10.9%
CCCC(=O)NC(Nc1cc(C(F)(F)F)ccc1Cl)C(Cl)(Cl)Cl (configuration not stated)	-11.2%
COc1ccc(CNC(=O)CSc2nnnn2Cc2ccccc2)cc1	-15.3%
O=C(Nc1ccc(NC(=O)C2CC2)nc1)c1ccco1	-2.0%
Cc1cc(C)n(C(=O)CNC(=O)c2cccs2)n1	-11.4%
Cc1c(Cl)cccc1NC(=O)CC(C(=O)O)C1CCCO1 (configuration not stated)	-6.2%
Cc1noc(C)c1COC(=O)CCC(=O)c1ccc(F)cc1	-6.3%
Cc1nc2sccn2c(=O)c1Cl	-8.1%
Cn1c(=O)[nH]c(=O)c2c1nc(N1CCCCC1)n2CCSc1nc2ccccc2o1	-2.6%
CCOC(=O)c1c(C)[nH]c(C(=O)OCC(=O)N2CCN(S(=O)(=O)c3ccccc3)CC2)c1C	-10.3%
Cc1cccc(C)c1NC(=O)/C(C#N)=C/c1cccs1	-4.8%
CCOC(=O)C(NC(=O)CC)(Nc1ccc(S(=O)(=O)Nc2ncccn2)cc1)C(F)(F)F (configuration not stated)	-0.6%
O=C(Nc1ccccc1)Nc1nnc(COc2ccc(Cl)cc2)s1	6.2%
COc1ccc(C(=O)NC2CC3CCCC(C2)N3CC(C)C)cc1OC (configuration not stated)	-12.6%
Cc1csc(-c2cnn(-c3ccccc3)c2NC(=O)c2ccccc2)n1	-17.0%
CCN1CCN(C(c2cccnc2)c2cc(Cl)c3cccnc3c2O)CC1 (configuration not stated)	36.3%
ON1C2CCCCC2N(O)C1c1ccccc1C(F)(F)F (configuration not stated)	-4.8%
Cc1ccc(/C=C/C(=O)Nc2cccc(Br)c2)o1	-6.9%
Cc1ccc(S(=O)(=O)NC(=O)c2cccn2C)cc1	-4.2%
Cc1ccc(-c2noc(-c3ccc([N+](=O)[O-])cc3)n2)cc1	-7.6%
Cc1ccc(C)c(SCC(=O)OCC(=O)Nc2ccc(S(=O)(=O)N3CCOCC3)cc2)c1	-8.8%
CCC(C)(C)NC(=O)C(c1ccccc1F)N(Cc1ccco1)C(=O)c1csnn1 (configuration not stated)	1.6%
Cc1oc(-c2ccccc2)cc1C(=O)Nc1ccc2ccccc2c1	7.3%
COCc1[nH]nc2c1C1(C(=O)Nc3ccc(F)cc31)C(C#N)=C(N)O2 (configuration not stated)	-39.4%
O=C(Cn1cnc2ccccc2c1=O)N(Cc1ccco1)c1ccc(O)cc1	-7.9%
COC(=O)C(NC(C)=O)(Nc1ccc(Br)cc1)C(=O)OC	-7.2%
CC(=O)Nc1ccc(NC(=O)C(C)n2nc([N+](=O)[O-])c(Br)c2C)cc1 (configuration not stated)	-14.9%
O=C(O)c1cccc(COc2ccc(C=C3C(=O)c4ccccc4C3=O)cc2)c1	15.9%
CCCOc1ccc(/C=C/C(=O)Nc2ccc([N+](=O)[O-])cc2)cc1	-0.7%
COC(=O)CSc1nnc(-c2ccc(NS(=O)(=O)c3ccccc3)cc2)o1	2.2%
Cc1cc(C(=O)NCCCN2CC(C)CC(C)C2)n(-c2ccccc2)n1 (configuration not stated)	-0.8%
CCc1ccc(NC(=O)c2ccc(-c3ccccc3)cc2)cc1	-15.3%
CC(=O)Nc1ccc(SCC(=O)OCC(=O)NC(=O)NCc2ccco2)cc1	4.0%
COc1ccc(N(CC(=O)Nc2ccc(I)cc2)S(=O)(=O)c2ccc(C)cc2)c(OC)c1	0.2%
Cc1ccccc1COc1ccc2oc(C)c(C(=O)O)c2c1	-14.0%
O=C(c1cc2n(n1)C(C(F)(F)F)CC(c1ccc(Cl)cc1)N2)N1CCN(c2ccccc2)CC1 (configuration not stated)	-10.6%
COC(C(=O)Nc1cccc(F)c1)c1ccccc1 (configuration not stated)	-18.5%
CCCOc1ccc(N2CC(C(=O)NC(C)C)CC2=O)cc1 (configuration not stated)	26.7%
COCCNS(=O)(=O)c1cc(Br)ccc1OC	-0.7%

Additional results
SMILES	mouse EphA4 binding
Cc1nc(/N=C(\N)Nc2ccccc2)nc2ccccc12	-3.4%
Cc1ccc(N2C(=O)CC(N3CCN(C4CCc5ccccc5C4)CC3)C2=O)cc1 (configuration not stated)	-2.7%
O=[N+]([O-])c1cccc2c1=C1C(Cl)=CC=C1C=2	-9.2%
CC(C)(C)n1nnnc1C(c1cccnc1)N(Cc1ccccc1)Cc1cccs1 (configuration not stated)	-5.9%
Cc1ccc(C(=O)CSc2ncnc3sc4c(c23)CCCC4)cc1	-20.6%
COc1ccc(S(=O)(=O)N2CCN(Cc3c[nH]c4ccccc34)CC2)cc1	-14.6%
Nc1c2c(nc3ccn(-c4ccccc4)c(=O)c13)CCCCC2	-1.9%
